ABHD5 PLIN5 PPI: ABHD5-PLIN5 protein interaction inhibition. Q00G26+Q8WTS1. Split G. princeps luciferase complementation, luminescence, 4 h. inhibition, % at 4 µM. 360,000 tested, 0.78% active. AID 602281;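 active means inhibition above the mean inhibition across every tested compound plus 3 SD, cut at about 22% in these data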;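 further: 0% = DMSO only wells and the 100% control is not disclosed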
aDG glyco up: alpha-DG glycosylation activation; 360,000 tested, 0.22% active; Pro5-aDG cells, alpha-DG glycosylation AlphaScreen (IIH6); 0% Pro5, 100% B10-LARGE cell signal; activation, % at 10 µM; AID 624168;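 active means activation of at least 8% versus controls, or a plate z-score of at least 8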;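 further: Pro5 are CHO cells carrying HIG-tagged alpha-DG that lacks glycosylation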
MC4R ag barr: agonists of human melanocortin 4 receptor (MC4R) beta-arrestin; U2OS MC4R beta-arrestin complementation, luminescence; percent of melanotan II response, DMSO zero; 360,000 tested, 0.98% active; activation, % at 8.9 µM; P32245;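 active means activation above a per-plate cutoff, the mean activation of sample wells on that plate plus 3 SD, cut at about 8% in these data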
Target sequence (P32245 whole entry, looked up): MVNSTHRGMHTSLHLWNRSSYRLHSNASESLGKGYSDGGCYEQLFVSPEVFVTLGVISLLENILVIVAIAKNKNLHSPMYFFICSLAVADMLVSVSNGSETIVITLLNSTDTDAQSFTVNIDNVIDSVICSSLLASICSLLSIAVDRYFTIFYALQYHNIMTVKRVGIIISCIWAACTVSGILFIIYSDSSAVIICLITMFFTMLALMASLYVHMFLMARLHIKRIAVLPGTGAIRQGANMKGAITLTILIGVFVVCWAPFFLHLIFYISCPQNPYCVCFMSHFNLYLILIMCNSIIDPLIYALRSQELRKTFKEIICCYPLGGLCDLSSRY
Cardio protect: myocardial damage modulation in H9c2 cells; H9c2 cardiomyocytes, H2O2 injury protection, ATPLite, 2 h; protection from H2O2 cell death, % at 20 µM; 360,000 tested, 0.63% active; AID 588492;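 active means compounds giving at least 50% protection of heart cells from peroxide-induced death in the single-dose screen, raw or plate-pattern-corrected value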;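 further: 0% = DMSO wells with peroxide and 100% = DMSO wells without peroxide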
Granule exo inh: lytic granule exocytosis inhibition | 360,000 tested, 0.66% active | TALL-104 LAMP-1 surface exposure, flow cytometry; cells stimulated with thapsigargin and PMA | inhibition, % at 10 µM | AID 651702;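 active means inhibition above about 55%, limit read from the data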
hiPSC survival: enhancers of human iPSC single-cell survival | 360,000 tested, 0.044% active | survival enhancement, % at 20 µM | hiPSC single-cell survival, ATPlite luminescence; 100% = ROCK inhibitor wells, 0% = DMSO; in the data active means survival enhancement above about 18%;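 further: cells exposed to compounds for 16 hours before the ATP read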
HTR2A ag: mouse HTR2A agonism via beta-arrestin recruitment; 360,000 tested, 0.66% active; activation, % at 7.6 µM; CHO-K1 mHTR2A beta-arrestin complementation, luminescence; percent of 30 µM serotonin response;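 active means activation above a run cutoff, the mean activation of all tested compounds plus 3 SD, cut at about 14% in these data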;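 further: 0% = plate median of compound wells and 100% = 30 µM serotonin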
Target sequence (P35363 whole entry, looked up): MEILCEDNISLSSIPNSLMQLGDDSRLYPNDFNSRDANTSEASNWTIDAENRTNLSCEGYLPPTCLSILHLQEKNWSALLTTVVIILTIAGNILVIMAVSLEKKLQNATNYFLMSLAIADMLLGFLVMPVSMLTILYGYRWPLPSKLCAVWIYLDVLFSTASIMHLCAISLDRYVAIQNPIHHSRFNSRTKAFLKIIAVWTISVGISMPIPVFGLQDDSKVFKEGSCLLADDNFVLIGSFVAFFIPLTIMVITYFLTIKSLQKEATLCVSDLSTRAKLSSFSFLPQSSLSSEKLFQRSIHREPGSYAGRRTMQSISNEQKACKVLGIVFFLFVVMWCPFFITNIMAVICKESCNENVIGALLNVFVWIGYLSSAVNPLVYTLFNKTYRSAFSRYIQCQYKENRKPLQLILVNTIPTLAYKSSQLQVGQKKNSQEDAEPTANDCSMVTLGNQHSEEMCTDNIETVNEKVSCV
N-glyco inh: blocks N-linked glycosylation in D54 reporter cells; D54 ERlucT glycosylation luciferase reporter, 24 h; percent of 100 nM tunicamycin response; reporter increase, % at 12.5 µM; 360,000 tested, 0.23% active;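 active means mean luciferase reporter signal, scaled so untreated is 0 and the glycosylation-blocking control 100, at or above a set limit in every replicate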;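 further: luciferase carries N-glycosylation sites so blocking glycosylation raises the light; 0% = median of neutral control wells and 100% = median of 100 nM tunicamycin wells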
ABCB6 inh MLPCN: blocks the human ABCB6 transporter; K562-ABCB6 porphyrin accumulation, flow cytometry, 1 h; active compounds read low; fluorescence ratio to DMSO, % at 10 µM; 360,000 tested, 0.19% active; AID 602162;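 active means fluorescence ratio to DMSO below 75%, the collection mean minus 3 SD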;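 further: signal is porphyrin accumulated inside mitochondria; 100% equals median channel fluorescence of DMSO control wells; lower ratio means ABCB6 inhibition with less porphyrin fluorescence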
MC4R antagonist: blocks human MC4R cAMP signaling; P32245; MC4R-expressing cells, MTII-stimulated cAMP, LANCE TR-FRET; inhibition, % at 6.5 µM; 360,000 tested, 0.48% active;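 active means inhibition above its plate's cutoff, the mean of tested wells on that plate plus 3 SD, cut at about 29% in these data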;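 further: 0% = Melanotan II alone and 100% = Melanotan II plus saturating MCL0020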
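System – human MC4R-expressing U2OS cells · Also added – Melanotan II · Dosing – one concentration, 6.5 µM nominal · Timing – 30-min compound, 1-h challenge, 1-h detection, room temperature · Measured by – Eu-cAMP/anti-cAMP TR-FRET, emission 671 nm · Replicates – singlicate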
* hit, by the source's call; . = not tested or not shown.

SMILES	ABHD5 PLIN5 PPI	aDG glyco up	MC4R ag barr	Cardio protect	Granule exo inh	hiPSC survival	HTR2A ag	N-glyco inh	ABCB6 inh MLPCN	MC4R antagonist
NC(=O)c1ccsc1NC(=O)COC(=O)c1ccncc1	-3	0.5	-1.5	13	-3	-0.5	7	0	97	21
CCOCc1c(C(=O)NCC(c2ccco2)N2CCCC2)oc2ccccc12 (stereo not drawn)	4	0.4	-0.2	3	-5	0.4	-16	-4	100	-2
COc1ccc(-c2ccc(C(=O)Nc3cccc(NS(C)(=O)=O)c3)c3occc23)c(C)c1	-3	0.5	0.3	-16	27	0.0	-1	-7	78	11
COc1ccc(N2CCN(c3ccc(S(=O)(=O)N(C(C)C)C(C)C)cn3)CC2)cc1	6	0.3	-1.7	-12	0	-0.3	-1	-4	97	1
OCc1nc2nc(Cl)c(Cl)nc2[nH]1	4	0.1	1.6	6	-3	0.7	8	1	98	17
Cc1ccc(OCCC(=O)Nc2ccc(C)c(F)c2)cc1	-3	-0.1	4.4	-8	-2	0.4	-1	1	98	4
CC(=O)Nc1cccc(C(=O)OCC(=O)NC2CCCCCCC2)c1	0	0.9	-1.0	-14	2	-0.6	2	-2	94	-2
COc1cccc(CN(C)C(=O)c2ccc(S(=O)(=O)Nc3ccccc3C)cc2)c1OC	-5	0.9	-0.4	-6	6	5.9	-6	-2	95	5
O=C(Nc1nnc(S(=O)(=O)N2CCOCC2)s1)c1ccccc1F	-8	1.9	-1.7	-8	1	1.6	2	1	102	0
COc1ccc2c(c1OC)C(=O)OC2CC(=O)c1ccc(N(C)C)cc1 (stereo not drawn)	-5	0.1	-2.7	-5	1	-1.9	-6	1	95	0
COc1cccc(Oc2ccc(N)cn2)c1	-13	-0.1	-1.6	-2	2	0.3	1	0	99	0
Cc1nc(NC(CC(C)C)C(=O)O)c2nc(C)oc2n1 (stereo not drawn)	-5	-0.2	1.1	6	-2	3.7	1	1	93	-3
Cc1ccc(NC(=O)CN(C)C(=O)COc2ccccc2-c2ccccc2)cc1	4	-0.1	1.0	-6	-2	-0.6	-1	3	105	2
CC(Nc1nc(Nc2ccc(F)cc2)nc(SCC(N)=O)n1)c1ccccc1 (stereo not drawn)	3	-0.1	-2.0	0	28	-0.6	-13	9	91	10
CCC(C)C(=O)Nc1cc(C(=O)OC)cc(C(=O)OC)c1 (stereo not drawn)	6	-0.1	-0.8	2	0	1.7	7	0	96	20
CCCCCNC(=O)C1C(=O)Nc2ccccc2C(=O)N1c1c(C)cccc1C (stereo not drawn)	0	0.2	.	.	-1	.	0	.	.	.
O=C(CCCCCNS(=O)(=O)c1ccc(Br)cc1)NCCN1CCOCC1	8	-0.3	-1.2	-4	-5	0.0	-4	-2	101	11
CC1CCC2=NN(C(=O)c3ccco3)C(O)(C(F)(F)F)C2C1 (stereo not drawn)	2	0.0	-2.5	-1	-4	3.6	-1	-2	102	23
CC(=O)c1cccc(NC(=O)COC(=O)CCc2ccc(S(=O)(=O)N3CCOCC3)cc2)c1	-7	0.2	2.0	-2	-3	0.0	4	-3	99	3
Brc1ccc(/C=C/C=N/Nc2nc3ccccc3s2)cc1	-6	-0.4	7.3	-7	0	0.5	1	-2	91	10
CN(C)C(=O)CSc1nnc(Cc2ccc3c(c2)OCO3)o1	2	0.0	-0.4	12	0	0.8	1	-1	101	8
O=C(NCc1csc(-c2cccs2)n1)c1ccccc1	4	-0.1	-0.9	-2	2	1.2	3	5	94	-2
CCOC(=O)CNC(=O)/C(=C\c1ccc(F)cc1)NC(=O)c1ccccc1	9	-0.2	0.2	2	1	-0.6	3	2	97	-4
COc1ccc(Nc2ncnc3c2cnn3-c2cccc(C)c2)cc1OC	-3	0.1	-1.1	1	-5	0.5	8	4	100	6
COc1ccc(OC)c(NC(=O)C2CCN(c3nc(C)cc(C)n3)CC2)c1	3	0.2	0.1	0	-1	-1.3	-1	1	95	2
COc1cc(/C=C2\SC(=O)N(Cc3ccc(Cl)cc3)C2=O)cc([N+](=O)[O-])c1O	4	0.8	0.1	-17	2	-1.9	-1	3	100	11
COc1ccc(-n2c(Cn3nnc4ccccc43)n[nH]c2=S)cc1	13	-0.1	-0.7	4	1	0.0	12	2	100	-9
COc1cc(NC(=O)c2ccc(Br)cc2)c(OC)cc1NC(=O)c1ccccc1	-8	0.0	6.4	2	-3	0.0	6	6	94	1
NC(=O)C1(N2CCCCC2)CCN(C(=O)CSc2nc(C(F)(F)F)cc(=O)[nH]2)CC1	2	-0.3	0.6	-2	-2	3.7	0	2	179	8
CCNC(=S)Nc1ccccc1-c1ccccc1	-7	0.1	-1.1	-1	0	4.9	-2	0	96	12
O=C(O)CCCn1cc(NC(=O)c2cccc(F)c2)cn1	-3	-0.1	-1.0	4	-4	0.1	4	1	92	25
CC(C)CNC(=O)CSc1nnc(-c2ccccn2)n1Cc1ccccc1	1	0.2	1.1	11	-1	-1.1	-1	0	96	13
CCOC(=O)c1cnc(COc2ccccc2Cl)[nH]c1=O	0	-0.3	-0.2	2	4	-0.4	0	1	100	0
Cn1cc([N+](=O)[O-])c(C(=O)Nc2nc(-c3ccc(Cl)cc3)cs2)n1	-5	-0.3	2.8	-33	3	-3.7	-1	-15	91	1
NC(=O)c1ccc(OCC(=O)N2CCNC2=O)cc1	1	3.7	-0.2	-4	-3	-0.5	-2	0	98	6
COn1c(C)c(C(C)=O)c2c3no[n+]([O-])c3ccc21	-7	-0.3	-0.4	6	0	8.2	-6	-2	98	-7
CCCCCCCCN1C(=O)[C@H](CC(=O)NCc2ccc(C)o2)C[C@@]2(C(=O)OC)CC(C)(C)CC=C12	12	0.1	.	.	-6	.	-5	.	.	.
CCC1(c2ccccc2)SC(=O)NC1=O (stereo not drawn)	1	-0.3	-1.4	-1	6	-0.4	3	0	92	3
Fc1ccc(CCNC(=S)Nc2ccc(F)c(Cl)c2)cc1	-2	3.3	-0.9	-3	4	-1.5	-3	-4	96	4
CC1CCN(S(=O)(=O)c2ccc(C(=O)NCc3ccc4c(c3)OCO4)cc2)CC1	-3	0.4	4.2	-10	-2	2.6	-5	-3	90	0
CCOC(=O)c1c(C)n(C)c2ccc(O)c(CN3CCC(C)CC3)c12	0	1.3	-1.5	-2	1	-3.4	-5	1	106	6
COc1cc2c(cc1OC)C(CC(=O)O)N(C(=O)CC1CCCC1)CC2 (stereo not drawn)	5	-0.1	-1.3	-2	-15	-0.4	-1	3	100	18
Clc1cccc(CNc2ccn3nc(-c4ccc(OCc5ccccc5)cc4)cc3n2)c1	-7	1.1	-2.9	-22	11	-0.9	2	-6	80	10
O=C(O)C1CC1C(=O)Nc1cc(F)ccc1F (stereo not drawn)	4	-0.3	-2.7	0	-3	-2.3	1	1	85	9
COc1cccc(CN2CC(C(=O)NC3CCC(O)CC3)CCC2=O)c1 (stereo not drawn)	0	0.1	-0.9	2	-8	-0.3	1	2	102	10

Reprinted at random: three compounds from above, in no set order.
SMILES	ABHD5 PLIN5 PPI	aDG glyco up	MC4R ag barr	Cardio protect	Granule exo inh	hiPSC survival	HTR2A ag	N-glyco inh	ABCB6 inh MLPCN	MC4R antagonist
Cc1ccc(NC(=O)CN(C)C(=O)COc2ccccc2-c2ccccc2)cc1	4	-0.1	1.0	-6	-2	-0.6	-1	3	105	2
CCCCCCCCN1C(=O)[C@H](CC(=O)NCc2ccc(C)o2)C[C@@]2(C(=O)OC)CC(C)(C)CC=C12	12	0.1	.	.	-6	.	-5	.	.	.
COc1ccc2c(c1OC)C(=O)OC2CC(=O)c1ccc(N(C)C)cc1 (stereo not drawn)	-5	0.1	-2.7	-5	1	-1.9	-6	1	95	0

Next structures follow:
SMILES	ABHD5 PLIN5 PPI	aDG glyco up	MC4R ag barr	Cardio protect	Granule exo inh	hiPSC survival	HTR2A ag	N-glyco inh	ABCB6 inh MLPCN	MC4R antagonist
CCOc1ccc(NC(=O)CCC(=O)NNC(=O)COc2ccccc2C)cc1	-2	-0.2	-0.2	-4	0	-0.8	-2	2	102	4
CCN1CCN(C(=O)CS(=O)Cc2nc(-c3cccc(C)c3)oc2C)CC1 (stereo not drawn)	3	-0.3	-1.7	-3	11	-0.4	2	2	99	5
Cc1ccc(NC(=O)c2ncn(CCCNCC3CCCCC3)n2)cc1C	-2	0.7	0.6	8	1	-2.6	-3	-6	99	2
O=C(Nc1ccccc1)Nc1cc(S(=O)(=O)N2CCOCC2)ccc1N1CCCC1	-4	-0.2	-1.2	10	3	-2.9	1	25	96	3
CCC(c1ccccc1)c1noc(CCN(CC)CC)n1 (stereo not drawn)	60*	0.0	0.6	2	-2	-2.0	-3	-6	101	10
COC(=O)CCC(C(=O)CN1C(=O)c2ccccc2C1=O)N1C(=O)c2ccccc2C1=O (stereo not drawn)	-5	0.0	-0.7	2	-3	-0.3	1	3	91	3
Cc1cc(C)nc(/N=C(\N)Nc2cc([N+](=O)[O-])ccc2C)n1	8	-0.1	0.5	0	1	-1.1	-4	-2	113	8
Cc1ccc(S(=O)(=O)N2[C@@H](CO)CO[C@H]2CC(=O)c2ccccc2)cc1	-36	-0.3	.	.	11	.	-6	.	.	.
Cc1cccc(C(=O)c2ccccc2C(=O)O)c1	1	-0.2	0.2	4	0	1.0	-1	3	100	4
COc1cccc(NC(=O)c2ccccc2N2C(=O)C3C4C=CC(C4)C3C2=O)c1 (stereo not drawn)	-3	0.0	-1.5	5	-1	-0.1	2	2	101	3
C/C(=N/NC(=O)CNC(=O)C1COc2ccccc2O1)c1ccc([N+](=O)[O-])cc1 (stereo not drawn)	3	0.0	-1.5	4	2	-0.5	-3	-3	100	12
Cc1ccccc1NC(=O)CNc1ccc(Cl)c(C(F)(F)F)c1	4	0.1	-1.7	-8	1	-0.1	-7	0	100	4
CC(=O)C(=Nc1ccccc1Cl)NNc1ccc(Cl)cc1	-4	0.9	0.5	-19	89*	0.1	-5	4	96	5
O=C(O)CCCn1cc(NC(=O)COc2ccc(F)cc2F)cn1	-5	-0.2	-3.2	3	0	-0.4	4	0	97	12
Cc1cccc(N2C(=O)CC(Cn3nc(C)cc3C)C2=O)c1 (stereo not drawn)	-1	-0.1	0.7	17	4	-0.2	-3	0	104	1
COc1cc(C(=O)N2CCOC23CCN(Cc2ccccc2)CC3)cc(OC)c1OC	1	0.0	-0.6	0	-1	-2.3	7	-6	94	0
COc1ccc(S(=O)(=O)Nc2cc3c4c(oc3c3ccccc23)CCCC4=O)cc1	0	0.2	-3.9	-1	22	2.0	-10	16	108	-18
COc1ccc(C(=O)N/C(=C/c2cccc3ccccc23)C(=O)NCCc2c[nH]c3ccccc23)cc1OC	12	-0.3	-2.4	2	-8	-1.1	12	-4	88	-3
Cn1c(SCC(=O)c2ccc(O)c(O)c2)nnc1-c1cccs1	-9	-0.1	0.8	1	2	-0.1	-2	-2	104	-9
Cc1ccc(C(=O)OCC(=O)NCC(F)(F)F)cc1C	-4	-0.3	-1.2	-7	0	-1.0	-3	1	96	1
COc1ccccc1NC(=O)CN1C(=O)COc2ccc(C)cc21	-6	0.0	-2.1	4	-7	0.4	3	-4	97	13
O=C(NCCCN1CCCC1)C1CCC(=O)N1C1CCCCC1 (stereo not drawn)	-2	-0.2	-0.2	-1	-2	-0.9	2	0	100	-3

High-throughput results as filed in PubChem.
